H9c2 protect: modulators protecting cardiomyocytes from myocardial damage; protection from H2O2 cell death, % at 20 µM; H9c2 cardiomyocytes, H2O2 injury protection, ATPLite, 2 h; actives 0.63% (n = 360,000);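 active = compounds giving at least 50% protection of heart cells from peroxide-induced death in the single-dose screen, raw or plate-pattern-corrected value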;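 note: 0% = DMSO wells with peroxide and 100% = DMSO wells without peroxide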
CaV13 ICDI inh: Primary screen for inhibitors of IQ motif and Ca2+-dependent inactivation inhibitor domain binding in CACNA1D, Förster resonance energy transfer in living cells, …; inhibition, % at 12.3 µM; actives 0.098% (n = 340,000); AID 743397; HEK cells, CFP/YFP FRET ICDI-IQ, plate reader, 10 min; percent FRET-ratio fall versus neutral wells;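 active = mean replicate inhibition of at least 30% and at least 1% of replicates passing that level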;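 note: 0% = median of the neutral control wells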
Peg3 prom inh: Peg3 promoter activity inhibition; actives 1.7% (n = 360,000); HeLa PEG-Prom luciferase reporter, luminescence, overnight; inhibition, % at 20 µM;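 active = inhibition of at least 50% at 20 µM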
hiPSC survival: hiPSC single-cell survival enhancement; survival enhancement, % at 20 µM; ATPlite luminescence; 100% = ROCK inhibitor wells, 0% = DMSO; actives 0.044% (n = 360,000); AID 602274; in the data active = survival enhancement above about 18%;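 note: cells exposed to compounds for 16 hours before the ATP read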
HIF-2a inh: inhibitors of HIF-2a | 786-0 RCC cells HIF-2a reporter, luciferase luminescence, overnight | inhibition, % at 18.8 µM | actives 0.72% (n = 360,000) | AID 624352;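 active = inhibition of the luminescence signal of 40% or more relative to plate controls, in a single-dose primary screen at 18.75 µM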
MITF TRPM1 inh: reduces MITF-dependent TRPM1 promoter luciferase signal; SK-MEL-5 TRPM1 promoter luciferase, 24 h; inhibition, % at 12.5 µM; actives 0.83% (n = 330,000); AID 488899;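 active = mean inhibition across replicates of 60% or more, whatever share of single replicates reaches that level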; note: values of inactives mirror those of a sister screen read the other way
Shn3 3UTR inh: Schnurri-3 reporter inhibition in Clone20 osteoblasts; Clone20 osteoblast Shn3 3'UTR firefly luciferase, 24 h; inhibition, % at 12.5 µM; AID 588674; actives 0.52% (n = 360,000);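 active = mean inhibition of at least 75% with every replicate also reaching 75%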;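 note: 0% = median of neutral control wells and 100% = pilot-screen positive control compound; some compounds past the cut are filed as inactive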
NR2E3 ag-1: human photoreceptor-specific nuclear receptor agonism. inhibition of corepressor binding, % at 3.98 µM. AID 602229. actives 0.35% (n = 360,000). Q9Y5X4. CHO-S Gal4-NCOR/VP16-NR2E3 two-hybrid, luciferase;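 active = inhibition above the mean of all tested compounds plus 3 SD, cut at about 70% in these data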;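 note: 0% = DMSO with NR2E3 transfected cells and 100% = cells lacking NR2E3 construct; higher means lower luciferase signal from less NR2E3 corepressor binding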
Target sequence (Q9Y5X4 whole entry, looked up, the tested form may be a part): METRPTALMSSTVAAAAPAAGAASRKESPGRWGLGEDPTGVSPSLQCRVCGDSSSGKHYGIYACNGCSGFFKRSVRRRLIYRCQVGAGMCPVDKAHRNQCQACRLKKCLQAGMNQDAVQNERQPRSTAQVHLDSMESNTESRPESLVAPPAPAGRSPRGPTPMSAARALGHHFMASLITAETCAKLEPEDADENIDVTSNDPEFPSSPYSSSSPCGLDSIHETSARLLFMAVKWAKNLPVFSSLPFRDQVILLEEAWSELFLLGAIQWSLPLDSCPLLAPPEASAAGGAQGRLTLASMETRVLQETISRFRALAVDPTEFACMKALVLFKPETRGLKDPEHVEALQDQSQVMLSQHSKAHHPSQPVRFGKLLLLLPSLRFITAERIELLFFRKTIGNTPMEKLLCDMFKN
m5-HT2A agonist: mouse HTR2A agonism via beta-arrestin recruitment. P35363. activation, % at 7.6 µM. CHO-K1 mHTR2A beta-arrestin complementation, luminescence; percent of 30 µM serotonin response. actives 0.66% (n = 360,000);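 active = activation above a run cutoff, the mean activation of all tested compounds plus 3 SD, cut at about 14% in these data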;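 note: 0% = plate median of compound wells and 100% = 30 µM serotonin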
Target sequence (P35363 whole entry, looked up): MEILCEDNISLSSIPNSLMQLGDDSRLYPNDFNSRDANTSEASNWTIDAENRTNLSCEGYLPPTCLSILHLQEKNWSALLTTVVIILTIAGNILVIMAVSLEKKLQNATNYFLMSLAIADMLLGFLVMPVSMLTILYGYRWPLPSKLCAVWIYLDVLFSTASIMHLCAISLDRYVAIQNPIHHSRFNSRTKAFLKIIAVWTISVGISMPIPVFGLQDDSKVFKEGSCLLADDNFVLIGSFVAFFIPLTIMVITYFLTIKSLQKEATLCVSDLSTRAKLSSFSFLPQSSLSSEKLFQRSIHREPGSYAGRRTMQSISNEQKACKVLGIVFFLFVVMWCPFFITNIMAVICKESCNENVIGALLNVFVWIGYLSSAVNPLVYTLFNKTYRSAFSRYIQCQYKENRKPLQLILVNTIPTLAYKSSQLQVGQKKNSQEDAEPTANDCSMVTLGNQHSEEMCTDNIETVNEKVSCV
PDI inh: blocks human protein disulfide isomerase activity; P07237; PDI insulin aggregation turbidity, A650, 90 min; inhibition, % at 10 µM; actives 0.052% (n = 350,000);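 active = mean inhibition across replicates of 30% or more, whatever share of single replicates reach that level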;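 note: absorbance from insulin aggregation driven by PDI reduction with DTT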
NR2E3 ag-2: agonists of human nuclear receptor NR2E3; Q9Y5X4; AID 2300; inhibition of corepressor binding, % at 4.78 µM; GST-NR2E3/biotin-RetCOR TR-FRET, 1536-well; actives 0.12% (n = 320,000);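 active = percent inhibition above the cutoff of mean plus 3 SD of all tested compounds, set per screening campaign, cut at about 20% in these data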;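 note: 0% = DMSO wells and 100% = biotin wells as full block of FRET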
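System: GST-NR2E3 and biotin-RetCOR proteins; probe or stimulus: 7 nM biotin-RetCOR; doses: compound at 4.8 µM, single dose; schedule: Compound–protein incubation for 5 h at 4 °C; detection: time-resolved FRET; read-out: percent inhibition; controls: biotin wells as high control, 0.6% DMSO wells as low control; format: 1536-well plates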
An asterisk follows results filed as active; . = no result given.

SMILES	H9c2 protect	CaV13 ICDI inh	Peg3 prom inh	hiPSC survival	HIF-2a inh	MITF TRPM1 inh	Shn3 3UTR inh	NR2E3 ag-1	m5-HT2A agonist	PDI inh	NR2E3 ag-2
O=c1c([N+](=O)[O-])cn(Cc2ccccc2)c(=O)n1Cc1ccccc1	-1	-6	21	0.5	21	16	-38	-38	-7	7	.
Cc1cc(C)n(-c2ccc(C(=O)N3CCN(S(=O)(=O)c4ccc(Br)cc4Cl)CC3)cc2)n1	-7	-5	25	3.1	6	.	34	8	-7	0	.
Cc1cc2nc(CCN(Cc3cccnc3)C(=S)Nc3ccc(F)cc3)[nH]c2cc1C	4	-9	5	1.5	-3	15	39	-24	-1	9	1
Cc1nnc(SCC2=C(C(=O)O)N3C(=O)C(NC(=O)Cn4nc(C(F)F)c(Cl)c4C)C3SC2)s1 (centres undefined)	2	-5	0	-0.2	9	-5	-17	9	5	0	4
CC[n+]1c(C=C2C=C(C)OC(C)=C2)sc2ccccc21	-15	-5	28	-4.1	2	74*	77	-7	4	9	.
Cc1ccc(S(=O)(=O)Nc2ccc(S(=O)(=O)N3CCOCC3)cc2)cc1[N+](=O)[O-]	2	-4	13	-0.3	15	10	9	-27	-2	9	-1
COc1ccc(CNC(=O)C2Cc3c(-c4ccccc4Oc4ccccc4)ccnc3O2)cc1OC (centres undefined)	-2	-5	15	0.2	-8	.	48	-4	1	9	.
CCOC(=O)c1sc(C)nc1C1CCN(C(=O)OCC)CC1	7	-4	10	0.6	13	-1	3	12	0	-2	2
O=C(OCc1nnc(-c2ccccc2)o1)c1ccc2c(c1)C(=O)N(CCc1ccccc1)C2=O	7	-5	-1	-0.8	8	7	8	-27	2	2	5
CC(C)(C)OC(=O)N1CCC[C@H]1c1nnc(SCC(=O)Nc2cccc(Cl)c2)o1	1	3	-2	-0.6	14	5	-1	-9	-1	3	0
Cc1csc(SCC(=O)Nc2nccs2)n1	1	-4	-13	-0.5	-1	5	-18	4	10	-4	-2
CC(NC(=O)c1ccccc1Br)c1nnc(SCC(=O)NC2=NCCS2)n1C (centres undefined)	0	-3	7	-0.6	10	17	-10	-6	1	-5	3
CCOC(=O)C1=C(C)NC(=S)NC1c1ccc(C)s1 (centres undefined)	4	14	19	0.2	17	3	-1	3	4	-2	1
NC(=O)C1CCN(C(=O)/C=C/c2ccccc2[N+](=O)[O-])CC1	7	-3	-6	0.7	7	-5	-6	-1	2	-3	-2
CCCc1c(-c2ccc(Cl)cc2)ncn1CCc1ccccc1OC	.	-11	.	-0.5	-19	.	.	8	-7	.	.
O=C(CN1C(=O)NC2(CCCCCC2)C1=O)Nc1cccc(F)c1	3	-7	10	-0.5	-1	.	-33	0	-1	6	-1
O=S(=O)(c1ccc(F)cc1)N1CC2CCCN2c2ccc(C(F)(F)F)cc21 (centres undefined)	-14	-8	36	2.1	22	-6	19	-15	-3	-1	0
Cc1ccc(C(=O)NNC(=O)Cn2nnc3ccccc32)cc1	-5	-5	-31	0.2	-30	-23	-19	-17	0	-2	0
C=CCn1c(SC)nc2sc3c(c2c1=O)CCc1ccccc1-3	-3	-3	-18	1.7	-46	4	-3	-20	0	-5	-2
CCCS(=O)(=O)N1CCC(C(=O)NCCCOC)CC1	-3	.	5	-4.6	9	5	3	-2	-2	-3	0
O=C(CN1C(=O)NC2(CCCCCCC2)C1=O)N1CCN(C(=O)c2ccco2)CC1	2	.	10	2.9	15	4	-21	-9	-2	17	-1
O=C(CSCc1ccccc1)N1CCN(c2ccccc2)CC1	0	-3	-156	-1.1	-168	-3	-8	-85	-2	4	1
Cc1cc(C)n(C(=O)C2CCCN2S(=O)(=O)c2ccc(Cl)cc2)n1 (centres undefined)	4	-5	18	-0.4	10	5	26	-25	-4	-21	-4
O=c1[nH]c2cc(Cl)ccc2n(CCNc2ncc(C(F)(F)F)cc2Cl)c1=O	-4	.	2	-1.8	20	-4	0	10	5	-15	1
COc1ccc(NC(=O)C(OC(=O)c2cnccn2)c2ccccc2)cc1Cl (centres undefined)	1	-2	-27	0.0	-63	-14	-21	-5	-8	10	0

The listing continues:
SMILES	H9c2 protect	CaV13 ICDI inh	Peg3 prom inh	hiPSC survival	HIF-2a inh	MITF TRPM1 inh	Shn3 3UTR inh	NR2E3 ag-1	m5-HT2A agonist	PDI inh	NR2E3 ag-2
COc1cc(OC)c(C(=O)O/N=C(\N)c2ccc(C)cc2)cc1OC	-3	-3	-18	-0.5	-69	-19	-19	-43	1	-4	-1
COc1ccc2oc(=O)c(C(=O)NCc3ccco3)cc2c1	7	-4	-48	-0.5	-21	-13	-1	20	1	-5	0
CCC(=O)N(Cc1cc2cc(C)c(C)cc2[nH]c1=O)C1CCCCC1	8	.	12	-0.1	15	-1	13	-37	3	16	3
COc1ccccc1NC(=O)Nc1nc(C(C)(C)C)cs1	-16	.	-158	0.1	-160	-41	-26	-28	-6	-4	-1
CCOc1ccccc1-n1nnnc1SCC(=O)NC(=O)NCc1ccco1	12	-3	13	-5.8	10	4	3	-15	2	-1	-4
CCN1CCN(c2nc3c(c(=O)n(C)c(=O)n3C)n2Cc2cccc3ccccc23)CC1	6	.	-3	4.7	-4	2	13	2	2	-3	0
CCN1C(=O)c2cccc3c(S(=O)(=O)NCCCN4CCOCC4)ccc1c23	9	-7	10	3.9	1	24	19	-22	-6	2	3
NCCc1nnc(SCc2ccccc2Cl)o1	3	-5	-2	-0.4	14	-8	2	-21	-3	2	6
COCCNS(=O)(=O)c1ccc(OCC(=O)N2CCc3ccccc3C2)c(Cl)c1	1	-5	19	-0.2	25	-3	17	-14	-3	-1	-2
O=C(CCS(=O)(=O)c1ccccc1Cl)Nc1ccc(S(=O)(=O)Nc2ncccn2)cc1	10	-1	22	0.1	15	-5	-5	-10	9	5	0
COCCN(C(=O)COC(=O)CCC(=O)c1cccs1)c1c(N)n(Cc2ccccc2)c(=O)[nH]c1=O	-4	-4	18	0.9	2	2	-1	25	-3	-4	-3
N#Cc1ccc(C2=CC(=O)C[C@H](c3ccc(Cl)cc3)C2)cc1	0	-11	7	1.7	-4	5	-3	11	-2	-2	0
O=C(c1ccc(S(=O)(=O)Nc2ccccc2F)cc1)N1CCC1	0	-14	6	-0.5	14	-6	11	-8	1	0	0
COc1ccc2[nH]c(=O)c(C(c3nnnn3CC3CCCO3)N3CCCCC3)cc2c1 (centres undefined)	-1	-5	9	-0.5	16	2	-21	-24	0	18	2
COc1cccc(C2N(c3cccc(Cl)c3)C(=O)C3CCCN32)c1OC (centres undefined)	33	-2	-13	-0.9	11	.	18	-12	17*	.	1
Cc1ccc(CSCC(=O)N(C)CC(=O)Nc2ccc(Br)cc2C)cc1	-3	-6	11	0.2	-2	1	4	-14	-3	0	-3
O=C(CSc1ccc(Br)cc1)Nc1cccc(S(=O)(=O)N2CCOCC2)c1	-1	-5	-23	-0.4	-42	-16	-11	-11	2	3	.
CC1(C)CC(N2CCOCC2)=CC(=[N+]2CCOCC2)C1	-4	-4	-9	-0.1	19	9	4	-7	-2	11	4
COc1ccc(C(C)=O)c(OCC(=O)NCCC2=CCCCC2)c1	-8	-5	16	-0.7	-2	.	7	4	-5	-3	.
N#Cc1c(-c2ccccc2)nc(-c2ccccc2)[nH]c1=O	-2	-5	13	-1.0	14	14	14	-4	9	-18	6
CC(C)=CCN1CCN(Cc2cc(C(C)C)n[nH]2)CC1CCO (centres undefined)	2	-10	1	-0.1	14	10	0	-2	-5	2	-2
COCCNc1nc(Oc2ccc(NC(C)=O)cc2)c2sc(-c3ccccc3)cc2n1	2	-5	-25	-2.6	-33	.	10	-23	-1	-8	.
C[C@@H]1CCCCO[C@@H](CN(C)S(=O)(=O)c2ccc(Cl)cc2)[C@@H](C)CN([C@H](C)CO)C(=O)c2cc(N(C)C)ccc2O1	7	-3	3	2.9	-4	.	-12	1	0	-4	.
Cc1ccc(-n2c(=O)c3ccccc3n(CC(=O)C(C)(C)C)c2=O)cc1	-2	-2	2	7.1	19	9	-5	-5	-3	3	3
CC(=O)c1c(N2CCOCC2)nc(=S)n(-c2ccc([N+](=O)[O-])cc2)c1C	0	.	4	0.1	9	-7	8	4	-2	2	3

(further entries)
SMILES	H9c2 protect	CaV13 ICDI inh	Peg3 prom inh	hiPSC survival	HIF-2a inh	MITF TRPM1 inh	Shn3 3UTR inh	NR2E3 ag-1	m5-HT2A agonist	PDI inh	NR2E3 ag-2
Cc1nn(Cc2ccc(C(=O)N/N=C/c3ccncc3)o2)c(C)c1Cl	1	.	13	-0.1	6	14	11	0	-4	11	.
Cc1nc(NS(=O)(=O)c2ccccc2)sc1NC(=O)OCCN(C)C	11	.	9	6.1	13	-6	-4	-11	1	-12	2
Nc1sc(-c2ccccc2)cc1C(=O)N/N=C/c1ccc(Cl)cc1	1	-15	-41	-0.2	-75	-28	0	-51	1	4	2
Cc1c(C)c2ccc(OC(C)C(=O)NCCN3CCOCC3)c(C)c2oc1=O (centres undefined)	2	-1	3	-0.4	8	-2	10	-9	-5	-7	-1
COc1ccc2c(CCNC(=O)Nc3ccccc3)c[nH]c2c1	10	17	1	-2.0	-4	-5	6	15	-3	1	2
CC(NC(=O)CCSc1nc(-c2ccc3c(c2)OCO3)cc(C(F)(F)F)n1)c1ccccc1 (centres undefined)	12	-4	14	-3.0	33	-3	-19	3	2	6	-1
COc1ccc(NC(=O)N2CCCc3cc(C)ccc32)c(OC)c1	1	-6	-2	-0.4	9	-7	8	-20	4	-4	2
CC(=O)N(Cc1cccs1)Cc1cc2cc(C)c(C)cc2nc1Cl	7	0	13	0.1	6	9	16	-41	1	-1	-1
CCCCNC(=O)c1cc2c(=O)n3cccc(C)c3nc2n(CCN2CCOCC2)c1=N	12	.	-22	4.2	14	10	19	-1	-5	-7	2
NC(COCc1ccccc1)c1csc(Nc2ccc(C(=O)c3ccccc3)cc2)n1 (centres undefined)	-11	-4	41	-4.2	-28	.	65	17	1	9	.
O=C(Nc1nc2c(s1)CCCC2)c1ccc(S(=O)(=O)N2CCCc3ccccc32)cc1	-11	-6	-8	-0.1	-21	13	66	-13	-8	-3	1
CCc1cc(=O)oc2c(C)c(OC(C)C(=O)N3CC[C@@]4(O)CCCC[C@H]4C3)ccc12 (some centres undefined)	6	.	10	9.7	10	8	-4	-45	5	.	-5
O=C(NN=C1CCCCC1)Nc1ccccc1Cl	0	-10	-36	-0.8	-12	-8	0	-24	2	3	7

Marked active in m5-HT2A agonist, of those listed so far:
canonical_smiles | CaV13 ICDI inh | Peg3 prom inh | HIF-2a inh | MITF TRPM1 inh | Shn3 3UTR inh | NR2E3 ag-1 | m5-HT2A agonist | PDI inh | NR2E3 ag-2
COc1cccc(C2N(c3cccc(Cl)c3)C(=O)C3CCCN32)c1OC (centres undefined) | -2 | -13 | 11 | . | 18 | -12 | 17* | . | 1

Assay outcomes from PubChem.
